# Compound activity (PubChem BioAssay)
# APP 5UTR inh: APP translation inhibition. inhibition, % at 2 µM. AID 1285. SH-SY5Y APP 5'UTR-luciferase reporter, luminescence. hit rate 0.82% among 190,000;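 active = inhibition above a set limit, derived from the sample mean plus 3 SD, cut at about 45% in these data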; also: values of inactives mirror those of a sister screen read the other way
# DTT redox prof: compounds producing H2O2 with reducing agent – biochemical, NIH compound library profiling, artefact control for MLSCN library redox annotation, primary screen. DTT-dependent redox cycling H2O2, phenol red/HRP absorbance; 100% = 100 µM peroxide control, 0% = buffer. activation, % at 10 µM. hit rate 0.03% among 200,000. AID 878;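 active = activation of at least 50% relative to the plate's high and low controls in the primary single-dose screen; inactive = activation below 50%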;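 also: compound incubated with DTT at 0.8 mM final as the reducing agent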
# APP 5'UTR act: activates APP 5'UTR luciferase reporter; SH-SY5Y APP 5'UTR luciferase reporter, luminescence; zero percent = DMSO vehicle wells; activation, % at 2 µM; hit rate 1% among 190,000;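 active = activation above a set limit, based on mean plus 3 SD of controls, cut at about 140% in these data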; also: values of inactives mirror those of a sister screen read the other way
# NF-kB neuron act: compounds increasing NF-kB expression in human neuronal cells | NF-kB reporter expression; stronger effect = higher value | fold change at 12.5 µM | hit rate 1.6% among 190,000 | AID 1239; in the data active = fold change above about 3.3
# Hsp70 activator: transcriptional activators of Hsp70. HeLa Hsp70 promoter luciferase reporter, luminescence; scaled: vehicle 0, proteasome-inhibitor control 100%. activation, % at 10 µM. hit rate 0.04% among 200,000. AID 1203;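 active = activation above the mean across all tested compounds plus 3 SD, cutoff set per campaign, cut at about 5.5% in these data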;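 also: 100% = MG132 at 30 µM as the positive control and 0% = DMSO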
# Efa HMGR inh: inhibitors of class II HMG-CoA reductase from Enterococcus faecalis; purified E. faecalis HMGR, NADPH absorbance 340 nm kinetic; inhibition, % at 10 µM; hit rate 0.41% among 190,000; AID 1066;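 active = inhibition above a set limit, the median over all tested compounds plus 3 SD, cut at about 9.5% in these data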;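 also: enzyme runs in reverse so mevalonate oxidation gives rising NADPH absorbance; 0% = complete reaction with DMSO and 100% = background rate lacking mevalonate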
# FLuc inh counter: Photinus pyralis luciferase inhibition counter-screen. P08659. ATPLite firefly luciferase biochemical luminescence, 10 min. inhibition, % at 10 µM. hit rate 1.5% among 200,000. AID 1006;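 active = inhibition above about 50% when tested at 10 µM, limit read from the data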
# Target sequence (P08659 whole entry, looked up): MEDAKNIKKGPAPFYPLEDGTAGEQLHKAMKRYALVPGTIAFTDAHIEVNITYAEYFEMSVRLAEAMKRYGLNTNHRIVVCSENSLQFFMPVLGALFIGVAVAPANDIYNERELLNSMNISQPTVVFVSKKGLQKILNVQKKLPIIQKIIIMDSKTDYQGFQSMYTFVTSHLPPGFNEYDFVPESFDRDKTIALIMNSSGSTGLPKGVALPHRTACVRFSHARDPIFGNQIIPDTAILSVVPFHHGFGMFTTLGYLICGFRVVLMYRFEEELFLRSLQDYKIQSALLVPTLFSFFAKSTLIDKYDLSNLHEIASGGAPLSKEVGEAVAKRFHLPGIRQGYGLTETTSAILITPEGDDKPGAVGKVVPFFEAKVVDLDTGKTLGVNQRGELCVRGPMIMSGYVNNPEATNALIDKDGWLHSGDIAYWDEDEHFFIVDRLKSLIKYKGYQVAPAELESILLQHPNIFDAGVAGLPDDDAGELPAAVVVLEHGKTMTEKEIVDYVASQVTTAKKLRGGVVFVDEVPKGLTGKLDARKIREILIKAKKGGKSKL
# STAT1 activator: STAT1 signaling activation | AID 932 | activation (% of control), % at 5.5 µM | hit rate 2.6% among 200,000 | NIH 3T3 STAT1-luciferase reporter, IFN-gamma, luminescence; 100% = IFN-gamma alone, no compound;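 active = activation above the screen-wide mean activation plus 3 SD, cut at about 130% in these data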;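 also: raw ratio to IFN-gamma control signal so 100% means no change and 0% no light; values of inactives mirror those of a sister screen read the other way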
# G6PDH counter: L. mesenteroides G6PDH inhibition counter-screen | inhibition, % at 5 µM | AID 1020 | hit rate 0.12% among 200,000 | Purified L. mesenteroides G6PDH, diaphorase/resazurin coupled fluorescence, 45 min; in the data active = inhibition above about 50%
# FLuc stim CS: firefly luciferase counter-screen for stimulation assays. 200,000 tested, under 10 active. P08659. ATPlite luciferase biochemical, luminescence, 10 min; 0 = ATP-free wells, 1 = DMSO control. activation factor at 10 µM;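 active = luciferase activation factor, scaled between plate controls, of at least 2 with compound at 10 µM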
#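 System: cell-free luciferase reagent; medium: PBS as buffer for the ATP substrate; doses: test compounds dosed from 2 mM stocks in 100% DMSO; incubation: 10 min, room temperature; measured by: luminescence from luciferase reaction; read-out: luciferase activation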
# An asterisk follows results filed as active; . = not tested or not shown. Compounds were not picked by outcome; 5.3% or so of the library scored in one or more.
SMILES,APP 5UTR inh,DTT redox prof,APP 5'UTR act,NF-kB neuron act,Hsp70 activator,Efa HMGR inh,FLuc inh counter,STAT1 activator,G6PDH counter,FLuc stim CS
COc1ccccc1OCCC(=O)NCc1ccc2c(c1)OCO2,-18.4,0.8,18.4,1.18,-0.5,0.4,-5.8,91.2,0.5,1.1
O=C1CC(c2ccc(F)cc2)CC(O)=C1C1NCCc2ccccc21 (centres undefined),-9.3,1.6,9.3,1.14,-0.2,1.6,-9.3,104.0,-2.4,1.1
Cc1cc(C)n(/C(=C/N(C)C)C(=O)c2ccccc2)n1,5.3,-2.4,-5.3,1.1,-0.3,-3.6,-2.5,96.6,11.7,1
CN(C)c1ccc(/C=C/C=C2/SC(=S)N(c3ccccc3)C2=O)cc1,-33.0,1.6,33.0,1.41,-0.3,2.6,34.5,110.8,3.6,0.7
Cc1cc(C(C)(C)C)oc1C(=O)N(CC(=O)NC1CCCC1)Cc1ccccc1Cl,-10.9,-2.1,10.9,0.51,-0.2,1.0,0.0,96.2,18.0,1
CCOc1ccc(C(=O)OCC(=O)Nc2nc(OC)cc(OC)n2)cc1OCC,7.7,1.2,-7.7,1.11,-0.2,-5.4,-8.2,101.9,1.1,1.1
Cc1cccc(Oc2ccccc2N)c1,1.6,0.6,-1.6,1.04,0.2,-3.9,-2.2,107.5,3.1,1
O=C(Nc1ccc(S(=O)(=O)N2CCN(c3ccccc3)CC2)cc1)c1cccs1,-8.7,-0.9,8.7,1.69,-0.2,2.6,3.9,93.9,13.1,1
Oc1[nH]c2ccccc2c1N=Nc1nc2ccccc2s1,.,0.3,.,3.72*,-0.5,-5.3,54.5*,155.3*,0.8,0.5
Cc1nn(CCCC(=O)Nc2cc(Oc3ccccc3)cc([N+](=O)[O-])c2)c(C)c1[N+](=O)[O-],-1.2,2.0,1.2,1.04,-0.3,-3.0,-2.2,109.1,-26.4,1
CC1=NN(c2cccc(Cl)c2)C(=O)C12CC(C)=C(C)CS2 (centres undefined),-6.0,0.1,6.0,1.27,-0.1,-5.1,0.9,96.5,1.9,1
Cc1ccnc(NS(=O)(=O)c2ccc(NC(=O)c3ccc(S(=O)(=O)N(C)C)cc3)cc2)n1,6.5,-0.6,-6.5,1.14,0.0,4.3,-3.3,101.0,5.2,1
CCOC(=O)c1sc(NC(=O)c2ccncc2)nc1C,-7.6,0.1,7.6,1.15,-0.4,0.2,23.5,109.4,-0.6,0.8
CCCCc1c(O)nc2sc3cc(OC)ccc3n2c1=O,10.6,-0.2,-10.6,1.58,-0.3,-2.7,43.1,97.5,0.8,0.6
O=C(Nc1ccc(S(=O)(=O)N2CCCC2)cc1)c1cnccn1,-1.7,-1.0,1.7,1.18,0.7,0.1,-3.6,89.4,8.8,1

# Single values from above.
# APP 5UTR inh result of `Cc1cc(C)n(/C(=C/N(C)C)C(=O)c2ccccc2)n1` is entered as 5.3
# G6PDH counter result of `CCOc1ccc(C(=O)OCC(=O)Nc2nc(OC)cc(OC)n2)cc1OCC` is entered as 1.1

# Next entries.
SMILES,APP 5UTR inh,DTT redox prof,APP 5'UTR act,NF-kB neuron act,Hsp70 activator,Efa HMGR inh,FLuc inh counter,STAT1 activator,G6PDH counter,FLuc stim CS
Cc1ccc(NC(=O)C(Cc2ccccc2)NC(=O)c2ccco2)cc1 (centres undefined),1.5,-0.2,-1.5,0.99,-0.3,-1.0,-7.4,102.5,11.3,1.1
Cc1ccc(C(=O)NCCCn2ccnc2)cn1,2.7,0.9,-2.7,1.54,-0.3,-9.6,-3.5,97.1,-0.8,1
O=C(COC(=O)C1(c2ccc(F)cc2)CCCC1)N1CCc2ccccc21,4.8,-0.7,-4.8,0.98,-0.2,-1.7,-6.6,97.5,3.0,1.1
COc1cc(OC)c(C(=O)N2CCCC2)cc1OC,-1.2,-0.3,1.2,.,-0.3,-0.9,-2.7,97.5,18.6,1
Cc1ccc(-c2ccc(C(=O)O)c(C)n2)cc1,-15.1,-0.5,15.1,1.25,-0.2,3.7,-4.2,103.2,3.8,1
CS(=O)(=O)N1CCc2cc(-c3csc(NCC4CCCO4)n3)ccc21 (centres undefined),-30.5,1.5,30.5,1.11,-0.2,1.7,.,108.0,.,.
COc1ccc2oc(=O)c(C(=O)N3CCCC3)cc2c1,4.7,-0.1,-4.7,1.05,-0.1,1.9,-4.1,102.5,4.9,1
Cc1cc[n+](Cc2ccc([N+](=O)[O-])cc2)cc1,3.1,-2.3,-3.1,1.14,-0.1,-3.3,-2.0,108.7,3.4,1
COc1cccc(/C=N/Nc2nnc(C)n2N)c1OCc1ccccc1Cl,8.1,0.1,-8.1,0.99,-0.1,0.8,6.5,109.8,-12.6,0.9
CCN(c1ccc(NC(=O)COC(=O)CCC(=O)c2ccc(F)cc2)cc1)C(C)C,-0.9,-1.9,0.9,1,-0.2,-3.4,-2.8,98.7,6.2,1
CCOc1ccc(-n2cc(C(=O)NC(C)C)c3cc(OC)c(OC)cc3c2=O)cc1,0.7,3.4,-0.7,0.92,-0.2,-0.3,-1.2,104.1,8.7,1
COc1ccccc1C(=O)O/N=C(\N)c1ccccc1Cl,-49.3,0.4,49.3,2.68,0.1,0.9,-1.4,138.8*,14.2,1
CSc1nc(N(C)NC(=O)c2ccccc2)c2ccccc2n1,95.8*,-1.3,-95.8,2.43,0.0,-0.2,-3.8,102.7,1.8,1
C=CCn1c(=NC(=O)c2ccc(S(=O)(=O)N3CCCC3)cc2)sc2cc(NC(C)=O)ccc21,-0.1,-0.1,0.1,1.06,-0.5,0.5,-3.5,96.1,-3.7,1
CN(C)/C=C/C(=O)c1ccc(Oc2ccccc2)cc1,-76.2,-0.7,76.2,2.23,0.0,-0.6,75.0*,135.3*,2.6,0.3
COc1ccc(C(=O)NCc2ccccc2)cc1Br,-3.7,0.0,3.7,1.04,-0.3,-0.1,-3.5,104.5,10.7,1
Cn1nc(-c2ccccc2)c(-c2nc(-c3ccc(Cl)cc3)no2)c1Cl,1.1,2.0,-1.1,1.14,0.2,1.4,-0.8,98.9,0.2,1
Cc1cc(C(C)(C)C)ccc1OCCOCCN1CCCC1,8.2,-0.4,-8.2,0.86,0.0,-5.3,-5.3,93.5,2.4,1.1
Cc1ccc2nc(C)c3c(c2c1)COC3,-0.8,-0.6,0.8,1.4,-0.1,-2.7,-5.4,96.7,5.7,1.1
COCC(=O)Nc1cc(C(=O)Nc2ccccc2)ccc1Cl,-29.0,0.2,29.0,1.63,-0.4,-2.8,26.7,97.5,0.1,0.7
Cc1ccccc1-c1nnn(CC(=O)Nc2cccc(S(N)(=O)=O)c2)n1,-4.4,-0.1,4.4,1.93,-0.2,-4.5,-5.4,106.6,2.5,1.1
Cc1cccc(C)c1Nc1nnc(SCc2cn3cccc(C)c3n2)s1,0.9,0.7,-0.9,1.37,-0.4,1.2,-6.8,101.1,15.6,1.1
Cc1ccc(C=C2C(=O)c3ccccc3C2=O)o1,-2.0,0.3,2.0,1.2,-0.3,-4.5,83.9*,106.4,-19.7,0.2
CC(C)c1ccc(OCC(O)CN2CCN(c3ccccc3)CC2)cc1 (centres undefined),-9.6,1.8,9.6,0.85,-0.1,-1.1,-5.7,97.9,1.0,1.1
CCc1c(C)nc2ncnn2c1N1CCCC(C(=O)NCCc2ccc(OC)cc2)C1 (centres undefined),15.8,0.2,-15.8,1.02,-0.1,-5.1,0.0,94.4,10.2,1
Clc1ccc2nc(CSc3ccccc3)cn2c1,-215.8,-0.9,215.8*,3.83*,-0.2,-3.4,51.0*,66.0,5.0,0.5
O=c1c2ccccc2nc2c3ccccc3c(NCc3ccccn3)nn12,-28.8,-0.7,28.8,0.83,-0.1,-4.3,-3.6,105.8,2.7,1
Cc1ccccc1NC(=O)CC(O)(C(F)(F)F)C(F)(F)F,21.4,1.0,-21.4,1.08,-0.2,1.1,-9.6,92.5,5.6,1.1
Nc1nc(CSCCO)nc(Nc2ccccc2)n1,-2.8,0.1,2.8,1.21,-0.2,-3.2,-0.1,105.1,3.5,1
CN(C)c1nc(N)nc(CSc2ncc(Cl)cc2Cl)n1,-8.7,-0.4,8.7,1.09,-0.2,4.7,7.3,104.3,10.4,0.9
Cc1ccccc1N=C/C=C1/C=C(c2ccccc2)OC(C)(C)O1,-16.9,-0.1,16.9,1,-0.5,-6.2,-2.7,91.2,9.4,1
Cc1sc(NC(=O)c2ccccc2)c(C(c2ccc(Cl)cc2)N2CCN(CCO)CC2)c1C (centres undefined),-22.8,.,22.8,0.4,-0.4,1.9,1.8,104.7,6.4,1
Cc1ccc(-c2noc(C3CCN(S(C)(=O)=O)CC3)n2)o1,-13.3,-0.6,13.3,2.31,0.4,-1.2,0.4,111.1,3.5,1
CCN(CC)CCOC(=O)C1c2ccccc2Oc2ccccc21,-13.7,2.5,13.7,1.02,-0.2,0.9,0.3,102.8,1.3,1
Cc1ccc(-c2[nH]nc(N)c2N=Nc2ccccc2C)cc1,39.7,-3.8,-39.7,1.17,0.3,-1.5,-0.4,104.2,6.1,1
COc1ccc(NC(=O)CCCC(=O)O)cc1Cl,-2.4,-0.5,2.4,1.14,-0.2,-0.1,-4.7,98.7,-4.3,1
CCN(CC)C(=O)CSCC(=O)Nc1ccccc1,-15.8,-1.1,15.8,1.96,-0.4,4.1,-4.4,99.8,3.5,1
Cc1ccc(O)c(C(=O)c2cc(C#N)c(=O)n(-c3c(C)n(C)n(-c4ccccc4)c3=O)c2)c1,-3.8,-3.5,3.8,0.95,0.1,-4.6,-6.1,104.7,-1.7,1.1
CCN(CC(=O)NC)S(=O)(=O)c1ccc(C)cc1,-13.6,1.7,13.6,1.02,-0.2,0.7,1.2,104.1,-0.9,1
COc1ccc(OCCCC(=O)NC(C)c2ccccc2)cc1 (centres undefined),4.3,0.6,-4.3,1,-0.3,1.3,-1.6,92.3,-3.7,1
N#CC1=C(N)Nc2ncnn2C1c1ccccc1 (centres undefined),-11.9,-0.1,11.9,1.13,-0.2,0.7,-7.0,98.0,12.1,1.1
CCCOc1ccc([C@@H]2C3CN(C(=O)OCC)CC=C3C(C#N)=C(N)C2(C#N)C#N)cc1OC (some centres undefined),7.3,2.5,-7.3,0.85,0.1,-0.2,-11.2,89.7,-13.9,1.1
O=P(Cc1cccc[n+]1[O-])(c1ccccc1)c1ccccc1,-18.7,-0.3,18.7,1.14,-0.6,-0.6,-7.0,94.1,8.6,1.1
CC1(C)CC(=O)/C(=C(\O)c2ccccc2)C(=NCCc2ccccc2)C1,2.5,-0.7,-2.5,1.07,-0.4,-5.1,-2.7,94.0,-1.2,1
COc1ccc(/C=N/NC(=O)c2[nH]ncc2Br)c(OC)c1,-25.6,-3.7,25.6,1.83,-0.1,0.7,84.7*,155.0*,-42.0,0.2
C=CCn1c(SCC(=O)NCC(=O)OCC)nnc1-c1cccc(OC)c1,0.2,-0.6,-0.2,1.13,-0.2,0.6,-5.9,101.0,8.5,1.1
CCCCCn1c(N)c(-c2nc3ccccc3s2)c2c([N+](=O)[O-])nn(C)c(=O)c21,9.1,2.3,-9.1,1.28,0.1,0.4,-0.6,98.9,2.7,1
O=C(NCCO)/C(=C/c1cccc([N+](=O)[O-])c1)NC(=O)c1ccco1,-3.1,0.1,3.1,0.96,-0.4,2.7,-10.6,102.0,-1.9,1.1
